# High-throughput results: PubChem, Emory University Molecular Libraries Screening Center
# 14-3-3g Raf: modulators of human 14-3-3 gamma - Raf peptide interaction | P61981 | inhibition, % at 40 µM | 160,000 tested, 0.19% active | FP, 14-3-3gamma / TMR-pS259-Raf peptide binding | AID 422; in the data active = inhibition above about 30%;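 note: 0% = protein plus tracer without compound and 100% = blank with tracer alone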
# Target sequence (P61981 whole entry, looked up): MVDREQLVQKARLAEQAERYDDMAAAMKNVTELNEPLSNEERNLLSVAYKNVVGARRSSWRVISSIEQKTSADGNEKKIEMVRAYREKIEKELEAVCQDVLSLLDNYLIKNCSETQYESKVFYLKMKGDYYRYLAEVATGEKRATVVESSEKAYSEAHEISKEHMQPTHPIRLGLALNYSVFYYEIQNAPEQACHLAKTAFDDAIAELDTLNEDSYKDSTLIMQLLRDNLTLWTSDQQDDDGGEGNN
# Starred values were filed as active, the others as inactive; & = joins results of further samples.
14-3-3g Raf	SMILES
-13	COc1ccc2cnn(-c3ccccc3)c(=O)c2c1OC
2	COc1ccc(-c2cc(C(=O)Nc3cccc(C)c3C)c3ccccc3n2)cc1
14	CCCCCn1c(=S)[nH]c2cc(C(=O)N3CCCCC3)ccc2c1=O
9	O=C(CN(Cc1ccc(Cl)cc1)S(=O)(=O)c1ccccc1)NCc1ccccn1
-5	COc1ccc(CC2(C)OC(c3cccs3)=NN2C(C)=O)cc1 (stereo not given)
2	CCOC(=O)N1CCC(N2C(=O)c3ccccc3C2Nc2cccnc2)CC1 (stereo not given)
9	COc1ccc2c(c1)c1nnc(SC)nc1n2C
6	Cc1cc(N=CC2=C(O)CCCC2=O)no1
0	COc1ccc(CN2CCN(Cc3cc(Br)ccc3O)CC2)cc1OC
-9	CN=c1oc2ccc(Cl)cc2cc1C(N)=O
13	CCCCC(=O)Nc1ccccc1-c1nc2cc(C)c(C)cc2[nH]c1=O
-4	O=c1oc2ccc(Br)cc2cc1-c1nnc(Nc2ccc(F)cc2)s1
-16	CC(=O)N1CCc2cc(Br)cc(S(=O)(=O)CCC(=O)Nc3cccc(C(F)(F)F)c3)c21
-14	COc1ccccc1N1CCN(C(=O)CCCCCn2c(=S)[nH]c3cc4c(cc3c2=O)OCO4)CC1
5	CCOC(=O)N1CCN(CC(=O)Nc2c(C(=O)OC)[nH]c3cccc(Cl)c23)CC1
-10	COc1ccccc1-c1noc(-c2ccncc2)n1
-2	CCOC(=O)c1c(NC(=O)c2ccc(C(C)(C)C)cc2)sc2c1CCC(C)C2 (stereo not given)
3	c1ccc2c(c1)CC1(CCCC1)n1nnnc1-2
3	Cc1cc(C)n(CC(O)CN2c3ccccc3Sc3ccccc32)n1 (stereo not given)
-12	O=C(c1ccco1)N1CCN(c2ccc(S(=O)(=O)N3CCCC3)cc2)CC1
-23	Cc1ccc(S(=O)(=O)NCC(=O)OCC(=O)Nc2ncc(Cl)cc2Cl)cc1
-4	Cc1c(C(=O)O)oc2ccc(S(=O)(=O)NCC3COc4ccccc4O3)cc12 (stereo not given)
-2	COc1ccc(C(=O)NCc2ccco2)cc1
-6	FC(F)Oc1ccccc1C1CC(c2ccc(Br)cc2)Nc2nnnn21 (stereo not given)
1	Cc1ccc(CNC(=O)Cc2ccc(-n3c(=S)[nH]c4ccccc4c3=O)cc2)cc1

# Next part (two carried over from the part before).
14-3-3g Raf	SMILES
-6	FC(F)Oc1ccccc1C1CC(c2ccc(Br)cc2)Nc2nnnn21 (stereo not given)
1	Cc1ccc(CNC(=O)Cc2ccc(-n3c(=S)[nH]c4ccccc4c3=O)cc2)cc1
4	O=C(c1ccccc1)N1CCN(C(=O)N2CCCCC2)CC1
-8	COc1ccc(NC(=O)CN(c2cccc(C)c2C)S(=O)(=O)c2ccccc2)cc1Cl
-4	O=C1C(Cl)=C(Nc2ccc(Br)cc2)C(=O)N1c1cccc(C(F)(F)F)c1
3	CN(Cc1ccccc1)S(=O)(=O)c1ccc(C(=O)Nc2nnc(-c3ccc(F)cc3)o2)cc1
1&5	CN(CCNS(=O)(=O)c1ccc2c(c1)oc(=O)n2C)Cc1ccccc1
4	CCOC(=O)c1cc2sccc2n1CC(=O)Nc1ccc(OC)c(OC)c1
-5	CCOC(=O)c1sc(NC(=O)CSc2nnnn2-c2ccccc2)c(C(=O)OCC)c1C
9	CCCOc1ccc(C2C3=C(CCCC3=O)OC3=C2C(=O)CCC3)cc1OCC
-1	Cc1sc2nc(Cc3ccccc3)nc(N3CCCCCC3)c2c1C
-11	O=C(NCCN1CCOCC1)c1cc2c(=O)n3ccccc3nc2s1
1	CCCCNC(=O)C1c2ccccc2C(=O)N(C)C1c1ccc(OC)cc1 (stereo not given)
-1	Cn1nnnc1SCC(=O)Nc1ccccc1C(=O)NCc1ccccc1
7	O=c1c2ccccc2c2ccccc2c(=O)n1-c1cccc([N+](=O)[O-])c1
-3	O=S(=O)(Nc1ccc(Cl)cc1)c1cccs1
-6	CCOC(=O)CNC(=O)Cn1cnc2sc(C)c(S(=O)(=O)N3CC(C)CC(C)C3)c2c1=O (stereo not given)
-7&-6	c1nc(NC2CCCC2)c2[nH]cnc2n1
0	Nc1nc2ccccc2n1Cc1ccccc1
0	CC1CCc2cc(F)ccc2N1C(=O)c1cc2ccccc2c(=O)o1 (stereo not given)
-4	CCOc1ccc2cc(C#N)c(SCC(=O)N3CCOCC3)nc2c1
-10	CCCn1c(SCC(=O)NCc2ccco2)nc2c1c(=O)n(C)c(=O)n2C
-8	Cc1ccc(N2C(=O)CC(NCCc3ccc(Cl)cc3)C2=O)cc1 (stereo not given)
-6	CC1CCCCC1NC(=O)CCCCCn1c(=S)[nH]c2ccsc2c1=O (stereo not given)
-16	O=C(CCCn1c2ccccc2c(=O)c2ccccc21)Nc1ccccc1Br
1	COc1cccc(NC(=O)CSc2nnc(-c3ccc(C)cc3)o2)c1
-3	CCOC(=O)CC(=O)CSc1ccc2nnc(-c3ccc(F)cc3)n2n1
0	COC(=O)c1c(NC(=O)CSc2ncnc3sc(C)c(C)c23)sc2c1CCCC2
-4	CN(C)CCNC(=O)c1ccc2c(c1)N(Cc1ccccc1Cl)C(=O)CS2
-1	COc1ccc(C2(CC(N)=O)CCOC(C)(C)C2)cc1 (stereo not given)
0	CCN(CC)CCCn1c(C)cc2c(c1=O)C(c1ccc(OC)c(OC)c1OC)C(C#N)=C(N)O2 (stereo not given)
-22	Cc1ccc(NC(=O)c2sc3ncn(Cc4ccccc4F)c(=O)c3c2C)cc1Cl
-4	Cn1c(=O)c2c(nc(N3CCN(Cc4ccccc4)CC3)n2CCCc2ccccc2)n(C)c1=O
-5	FC(F)Oc1ccc(-c2cn(-c3ccccc3)c3[n+]2CCCS3)cc1
-9	COc1ccc(C2=CC(c3ccc(OC)cc3OC)n3ncnc3N2)cc1 (stereo not given)
-6	COc1ccc(-n2c(SCC(=O)NCc3cccc(Cl)c3)nc3[nH]ncc3c2=O)cc1
-7	CCC1CCCCN1C(=O)CSc1nnc(-c2cccc(Cl)c2)o1 (stereo not given)
-5	CCN1C(=O)CC(C(=O)Nc2ccc(F)cc2)SC1=Nc1ccccc1 (stereo not given)
5&5	Cc1ccc(CN2C(=O)CCC2C(=O)NCC2CCCO2)cc1 (stereo not given)
0&-11	O=C(c1cccn2c(=O)c3cc(Cl)ccc3nc12)N1CCN(Cc2ccc3c(c2)OCO3)CC1
-7	COc1cc(-c2nc3ccc(OC(C)=O)cc3c(=O)o2)ccc1OC(C)=O
0	Cn1c(SCc2ccc(C#N)cc2)nnc1-c1ccccc1
-6	Cc1cc(C)n(-c2nnc(C)n2NS(C)(=O)=O)n1
4	COc1ccc2cc([N+](=O)[O-])cnc2c1
1	COc1ccc(C2NC(=O)c3c(sc4c3CCC(C(C)(C)C)C4)N2)c(OC)c1 (stereo not given)
-13	COc1cccc(CNc2cccc3cccnc23)c1O
-143	C=CCNC(=O)c1cc2c(=O)n3ccccc3nc2n(CCCOCC)c1=N
-3	CC(=O)Nc1ccc(S(=O)(=O)NCc2csc(C)n2)cc1
-9	CCOC(OCC)P(=O)(C(C)C)C(C)C
1	O=C(OCc1ccc([N+](=O)[O-])cc1)c1ccccc1[N+](=O)[O-]
-12	C/C(N)=C(/C#N)C(=O)CSc1nnc(Cc2ccccc2F)n1N
-23	COC(=O)c1[nH]c2cc(C)ccc2c1NC(=O)CN1CCCc2ccccc21

# (listing goes on)
14-3-3g Raf	SMILES
-1	COc1ccccc1Nc1nnc(SCC(=O)N2CCCC2)s1
-2	COC(=O)C1=C(C)Nc2nnnn2C1c1cccs1 (stereo not given)
-2	S=c1nc(-c2ccccc2)c2cc(Cl)ccc2[nH]1
-20	O=C(OCCCc1nc2ccccc2[nH]1)c1cccs1
-2	O=C(c1c(Cl)cccc1Cl)N1CCCCCC1
-3	CC1(C)CC(=O)C=C(NC2CCCCCC2)C1
-6	Cc1ccc(C(C)C)c(OCc2nc3ccccc3n2C)c1
3	CN(C(=O)c1ccco1)c1nnc(C23CC4CC(CC(C4)C2)C3)s1
-4	COc1ccc(NC(=O)Cn2cnc3sc(C)c(S(=O)(=O)N4CCC(C)CC4)c3c2=O)cc1OC
-24	COc1ccc(Cl)cc1N1C(=O)C(Cl)=C(Nc2cccc(C)c2C)C1=O
1	Cc1cccc(OCCCCCn2ccnc2)c1C
-80	COc1ccc(-n2c(=O)c3c(C)c(C)sc3n(CC(=O)OCc3ccccc3)c2=O)c(OC)c1
-17	COC(=O)C1C(=O)C2=C(CC1C)NC(C)=C(C(=O)OC1CCCC1)C2c1cccc(O)c1 (stereo not given)
-17	Cc1nnc(NC(=O)CSc2ncnc3c2oc2ccccc23)s1
-7	COc1ccccc1NC(=O)C1=C(C)Nc2nc3ccccc3n2C1c1ccc(F)cc1 (stereo not given)
-2	O=C1CC(NCc2ccccc2)C(=O)N1c1ccc(Br)cc1 (stereo not given)
-3	CC(=O)NC(CCS(C)(=O)=O)C(=O)Nc1ccc(F)cc1Cl (stereo not given)
-13	Cc1ccc(C(C)C)c(OCc2nnc(SCC(=O)Nc3ncc(C)s3)n2C)c1
1	CC1Cc2ccccc2N1C(=O)CSc1nnc(Cn2nnc3ccccc32)n1C (stereo not given)
0	CC1=C(C(N)=O)C(c2ccccn2)n2nc(SCc3ccccc3)nc2N1 (stereo not given)
-9	CCOC(=O)c1c(N)n(-c2ccccc2)c2nc3ccccc3nc12
-1	Fc1ccc(C2C=C(c3ccc(Cl)cc3)Nc3nnnn32)cc1 (stereo not given)
-12	Cc1cc2cc(CCNC(=O)C3CCCC3)c(=O)[nH]c2cc1C
4	O=C(CSc1nc2ccccc2s1)Nn1cnnc1
-2	CCOc1ccccc1C(=O)Nc1nncs1

# Compounds above that contain an NH in an aromatic ring (12):
14-3-3g Raf	SMILES
14	CCCCCn1c(=S)[nH]c2cc(C(=O)N3CCCCC3)ccc2c1=O
13	CCCCC(=O)Nc1ccccc1-c1nc2cc(C)c(C)cc2[nH]c1=O
-14	COc1ccccc1N1CCN(C(=O)CCCCCn2c(=S)[nH]c3cc4c(cc3c2=O)OCO4)CC1
5	CCOC(=O)N1CCN(CC(=O)Nc2c(C(=O)OC)[nH]c3cccc(Cl)c23)CC1
1	Cc1ccc(CNC(=O)Cc2ccc(-n3c(=S)[nH]c4ccccc4c3=O)cc2)cc1
-7&-6	c1nc(NC2CCCC2)c2[nH]cnc2n1
-6	CC1CCCCC1NC(=O)CCCCCn1c(=S)[nH]c2ccsc2c1=O (stereo not given)
-6	COc1ccc(-n2c(SCC(=O)NCc3cccc(Cl)c3)nc3[nH]ncc3c2=O)cc1
-23	COC(=O)c1[nH]c2cc(C)ccc2c1NC(=O)CN1CCCc2ccccc21
-2	S=c1nc(-c2ccccc2)c2cc(Cl)ccc2[nH]1
-20	O=C(OCCCc1nc2ccccc2[nH]1)c1cccs1
-12	Cc1cc2cc(CCNC(=O)C3CCCC3)c(=O)[nH]c2cc1C

# Additional compounds:
14-3-3g Raf	SMILES
-13	CC(C)c1ccc(C(=O)Nc2ccc(N3CCOCC3)cc2)cc1
10	CC(=O)N1CCc2cc(S(=O)(=O)CCC(=O)NCc3ccco3)ccc21
-15	CCCCOc1ccc(N2C(=O)CC(Cl)C2=O)cc1 (stereo not given)
-4&-3	O=C(O)CCCCCNCc1ccncc1
-3	COc1ccc(Cn2c(=S)[nH]c3cc(C(=O)NCc4ccc(F)cc4)ccc3c2=O)cc1
-3	CN(C)c1ccc(NC(=O)c2ccc3snnc3c2)cc1
-4	O=C(NCc1n[nH]c(=S)n1-c1ccccc1)c1ccccc1
-1	CC(C)Nc1nc(-c2ccccc2Cl)nc2ccccc12
2	Cc1ccc2nc(NC(=O)c3ccc(Cl)s3)sc2c1
0	CCOc1ccc(CCN2C(=O)CC(C(N)=O)SC2=Nc2ccc(F)cc2)cc1OCC (stereo not given)
0	COc1ccc(C(=O)Nc2ccc(-n3nncc3C(C)(C)C)cc2)cc1
-1	O=C(NCCc1ccccc1)c1nc2ccccc2[nH]1
-2	Cc1ccc(C)c(NC(=O)CSc2nc3c(c(=O)n2-c2ccccc2)SCC3)c1
-58	N#Cc1sc2nc(-c3ccccc3)cc(-c3ccco3)c2c1N
0	N#Cc1c(C(F)(F)F)cc(-c2cccs2)nc1SCC(=O)Nc1ccc(F)cc1
-2	Cc1ccc(N2C(=O)C3C4c5ccccc5C(CO)(c5ccccc54)C3C2=O)cc1[N+](=O)[O-] (stereo not given)
-8	COc1ccc2c(c1)CN(c1ccc(C)cc1C)CO2
-3	CC(C)CCSc1nc2sc3c(c2c(=O)n1Cc1ccccc1)CC(C)(C)OC3
-39	CS(=O)(=O)Nc1ccc(C2=NN(C(=O)c3ccco3)C(c3ccccc3F)C2)cc1 (stereo not given)
2	CN1CCN(CC(=O)N2c3ccccc3C(C)(c3ccccc3)CC2(C)C)CC1 (stereo not given)
4&-12	O=C(NC1CCCCC1)n1c(=O)oc2ccc(Cl)cc21
1	COC(=O)C1=C(C)NC2=C(C(=O)CCC2)C1c1cc(Cl)c(O)c(OC)c1 (stereo not given)
3	CCOc1ccccc1NC(=O)N1CCC(NC(=O)c2cccc(C)c2)CC1
5	CCOc1ccc(NS(=O)(=O)c2ccc(N=Cc3cccc(OC)c3O)cc2)cc1
-8	O=C(CSc1cccc[n+]1[O-])c1cc2ccccc2o1
2	O=C(Cc1cccs1)Nc1ccc(NC(=O)c2ccco2)cc1
6	CC1(C)CC(=O)c2cc(C(=O)N3CCCC(C)(C)C3)c(=O)n(-c3ccccc3)c2C1
-7	CC1CCCC(NC(=O)C2c3ccccc3C(=O)N2Cc2ccccc2Cl)C1C (stereo not given)
2	COC(=O)CSc1nc2ccccc2nc1Cc1cccc([N+](=O)[O-])c1
-10	O=C(CN(Cc1ccc(Br)cc1)S(=O)(=O)c1ccccc1)NC1CCCCC1
-7	Cc1ccc(N2CC(C(=O)Nc3ccc4c(c3)OCO4)CC2=O)cc1 (stereo not given)
-3	CCOc1cccc2cc(C(N)=O)c(=Nc3ccccc3OC)oc12
2	COc1ccc(-c2nnc(SCC(=O)Nc3cc(F)ccc3C)o2)cc1
-13	COc1ccc(-c2csc(Nc3ccccc3OC)n2)cc1
-3	CCN(CC)CC(=O)Nc1c(C)cc(C(C)(C)C)cc1C
6	O=C(Cn1cnc2c(nnn2Cc2ccc(Cl)cc2)c1=O)NCC1CCCO1 (stereo not given)
4	COc1ccccc1-n1c(C)nnc1SCC(=O)Nc1cc(C)cc(C)c1

# The list is partial. The share of hits here may be higher or lower than overall.
